Assay outcomes (PubChem)
KLF5 inh: suppresses KLF5 promoter-driven expression; DLD-1 KLF5 promoter-luciferase reporter, luminescence; inhibition, % at 5 µM; 290,000 tested, 0.23% active; AID 1700;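 active = inhibition above a per-plate limit of that plate's mean compound inhibition plus 3 SD, cut at about 60% in these data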;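 also: 0% = DMSO wells and 100% = LY294002 at 200 µM; higher means less KLF5 promoter-driven luciferase light; inactives centre near -14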
HSP90 inh: blocks HSP90-mediated luciferase refolding in reticulocyte lysate | 290,000 tested, 0.91% active | inhibition, % at 5.6 µM | AID 1789 | Rabbit reticulocyte lysate, luciferase refolding luminescence, 3 h;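 active = inhibition above the screen-wide mean plus 3 SD, computed separately per campaign, cut at about 16% in these data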;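 also: 0% = DMSO wells and 100% = 60 µM geldanamycin wells; inhibitors lower the luminescence because luciferase stays unfolded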
HIF activator: HIF pathway transcriptional activation; U2OS HRE-luciferase reporter, luminescence; normalized: DMSO 0%, desferrioxamine 100%; activation, % at 7.5 µM (by protocol); 300,000 tested, 0.32% active;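 active = mean activation of at least 10% of the iron chelator positive control signal, with at least half of replicates also reaching 10%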
IEC-6 tox: IEC-6 cytotoxicity, counter-screen for KLF5 inhibitors. luminescence viability. 290,000 tested, 0.78% active. inhibition, % at 5 µM. AID 1825; in the data active = inhibition above about 22%;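 also: 0% = plate median of test compound wells and 100% = cytotoxic reference compound wells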
GSK3B inh: inhibitors of human GSK3beta kinase | P49841 | GST-GSK3beta kinase, ADP-Glo luminescence, 60 min; hits give low values | activity score (negative = inhibition), % at 10 µM | 300,000 tested, 0.038% active;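 active = more than half of replicate wells score below -50%, meaning over 50% inhibition versus plate controls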;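 also: 0% = median DMSO wells and -100% = median GW8510 positive control wells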
Target sequence (P49841 whole entry, looked up): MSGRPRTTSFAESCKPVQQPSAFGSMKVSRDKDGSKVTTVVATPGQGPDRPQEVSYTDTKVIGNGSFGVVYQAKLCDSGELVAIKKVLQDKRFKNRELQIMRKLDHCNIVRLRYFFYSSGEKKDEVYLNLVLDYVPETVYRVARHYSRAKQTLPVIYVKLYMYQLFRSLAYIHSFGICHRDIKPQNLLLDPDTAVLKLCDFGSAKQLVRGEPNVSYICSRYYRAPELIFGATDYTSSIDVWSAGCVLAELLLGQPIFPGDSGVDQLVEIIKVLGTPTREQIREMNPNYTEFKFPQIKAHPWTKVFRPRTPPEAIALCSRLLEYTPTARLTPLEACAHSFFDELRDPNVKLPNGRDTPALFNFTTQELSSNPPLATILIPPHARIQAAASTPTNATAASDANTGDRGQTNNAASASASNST
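test system = GST-tagged human GSK3beta kinase, cell-free | reagent = 25 µM ATP with peptide substrate | dosing = one dose of 10 µM per compound | schedule = 60 min reaction, RT | detection = luminescent ADP-Glo measurement of ADP formed | control set = DMSO neutral wells and GW8510 at 20 µM as positive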
HSF1 inh: HSF1 inhibition; NIH3T3-HGL HSE-luciferase, MG132-induced, luminescence 8 h; hits give low values; activity change, negative = inhibition, % at 7.5 µM (by protocol); 300,000 tested, 0.77% active;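 active = more than half of replicate wells show activity change below -50%, luminescence cut by over half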;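 also: luciferase reports HSF-1 transcriptional activity via heat shock element; 0% = median of DMSO wells and -100% = zero luminescence signal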
AI-2 QS modul: modulators of Vibrio harveyi AI-2 quorum sensing system; Vibrio harveyi JMH597 AI-2 luminescence/OD600 ratio, 9 h; hits give low values; strain lacks LuxN and CqsS sensors; 0 = neutral-control median; activity change, % at 7.5 µM; 300,000 tested, 0.4% active; AID 2094; in the data active = activity change below about -75%, passing the limit was not always enough;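 also: luminescence divided by OD600 gain over 9 h not by final OD600 alone; inactives centre near 13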
GSK3A inh: blocks human GSK-3 alpha kinase; P49840; ADP-Glo luminescence, 60 min; inhibition, % at 10 µM; 320,000 tested, 0.1% active;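 in the data active = inhibition above about 50%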;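 also: GST-tagged GSK-3 alpha with peptide substrate and 25 µM ATP; 0% = DMSO neutral wells and 100% = GW8510 positive control wells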
Target sequence (P49840 whole entry, looked up): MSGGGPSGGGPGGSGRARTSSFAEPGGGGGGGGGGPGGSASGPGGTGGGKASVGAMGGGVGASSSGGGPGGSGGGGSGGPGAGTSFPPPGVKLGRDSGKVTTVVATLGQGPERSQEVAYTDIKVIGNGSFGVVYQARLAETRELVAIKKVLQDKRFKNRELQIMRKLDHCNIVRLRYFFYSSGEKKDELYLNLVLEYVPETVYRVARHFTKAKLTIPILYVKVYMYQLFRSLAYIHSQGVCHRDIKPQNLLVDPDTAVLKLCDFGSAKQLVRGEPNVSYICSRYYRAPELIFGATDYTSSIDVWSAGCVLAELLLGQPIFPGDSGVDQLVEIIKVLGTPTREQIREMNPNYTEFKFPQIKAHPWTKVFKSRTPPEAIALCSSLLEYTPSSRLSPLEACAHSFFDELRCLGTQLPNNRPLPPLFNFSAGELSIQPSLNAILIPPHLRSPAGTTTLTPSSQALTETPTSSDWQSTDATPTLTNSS
aSyn 5UTR inh: 5' untranslated region of α-synuclein, MLPCN primary screen; 300,000 tested, 0.82% active; alpha-synuclein 5'UTR reporter, inhibitor activity; inhibition, % (tested at 7.5 µM); AID 1813; in the data active = inhibition above about 60%;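 also: H4 neuroglioblastoma cells stably carrying SNCA 5'UTR luciferase fusion; 0% = DMSO wells and 100% = positive control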
HSF-1 act: increases HSF-1 driven luciferase reporter signal; 300,000 tested, 1.7% active; NIH3T3-HGL HSF-1 luciferase reporter, MG132, 8 h; 100% = twice DMSO control signal; activation, % at 9 µM; AID 504408;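 active = mean replicate activation of at least 50% with a set share of replicates each reaching 50%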;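 also: 0% = median of the neutral control wells and 100% = twice that signal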
An asterisk follows results filed as active; . = no result given. This is a random part of the collection (roughly 4.7% active in at least one column).

SMILES	KLF5 inh	HSP90 inh	HIF activator	IEC-6 tox	GSK3B inh	HSF1 inh	AI-2 QS modul	GSK3A inh	aSyn 5UTR inh	HSF-1 act
COC(=O)c1ccccc1NC(=O)c1ccc(COc2cccc3ccccc23)o1	-13.6	1.4	-0.4	-5.2	2.2	0.5	12.1	7.9	1.3	3.0
CC(=O)c1cccc(N(CC(=O)Nc2cc(C)cc(C)c2)S(C)(=O)=O)c1	-12.8	2.5	-0.1	6.0	2.2	6.4	17.9	-4.6	-4.1	7.5
COc1ccc(C2CC(c3ccc([N+](=O)[O-])cc3)=NN2C(=O)c2ccccc2)cc1OC (centres undefined)	-3.0	1.7	0.0	1.0	1.4	10.5	12.9	.	-19.7	4.3
O=c1[nH]c(/C=C/c2ccc([N+](=O)[O-])cc2)c([N+](=O)[O-])c(=O)[nH]1	-59.2	15.8	0.9	1.4	3.5	-3.9	21.7	-1.5	-10.8	-4.3
O=C(NCc1ccco1)c1ccccc1NS(=O)(=O)c1cccs1	9.2	-1.9	.	0.0	-6.6	.	18.1	1.0	.	.
CCCn1c(CN2CCN(C(=O)OCC)CC2)nc2cc(NC(=O)C(C)C)ccc21	29.8	6.1	3.2	12.9	1.6	-5.0	15.4	-1.1	-70.2	-5.6
CCCCOCP(=O)(CCCC)COCCCC	-21.8	2.5	-0.6	-5.1	-4.9	3.6	-2.7	-1.3	4.0	11.2
CCN(CC)CCCN1C(=O)c2oc3ccccc3c(=O)c2C1c1cccc(OC)c1OC (centres undefined)	-18.3	-1.2	-0.4	5.6	1.5	30.8	34.5	-2.2	-31.8	67.4*
COc1ccccc1C(=O)Nc1ccc2c(c1)nc(CCNC(=O)c1ccccc1)n2C	44.6	-4.5	1.1	60.1*	5.3	-7.0	12.2	-0.8	-9.7	-7.9
COc1ccc(NC(=O)/C(C#N)=C\c2cc(C)n(-c3ccc(Oc4ccc([N+](=O)[O-])cn4)cc3)c2C)cc1	-33.5	6.2	-0.3	7.6	-0.3	-2.1	24.3	1.5	21.6	-1.8
COc1cccc(C2c3[nH]c4ccccc4c3CCN2C(=O)Cn2cncn2)c1OC (centres undefined)	-23.4	-1.4	0.3	6.3	0.3	-3.2	15.1	-3.2	-3.8	4.5
CCN(CC)CCNc1nc2cc(OC)c(OC)cc2c2nc(-c3ccccc3)nn12	-17.4	-2.5	1.5	0.6	1.6	-0.4	10.3	2.6	-72.8	7.4
S=C(NCCc1ccc(Cl)cc1)Nc1ccc(Cl)cc1Cl	-11.4	1.3	-0.1	-3.6	2.4	-1.9	-54.1	-0.4	-13.5	5.2
COc1ccc(/C=N/Nc2ncnc3c2[nH]c2ccccc23)c(OC)c1OC	3.2	7.5	-0.3	1.5	-4.5	-1.1	31.9	8.2	-18.0	0.8
CC(C)NC(=O)CSc1nnc(CNC(=O)OC(C)(C)C)n1C	-12.8	2.2	-0.3	0.5	-1.4	2.2	.	0.8	-5.2	6.7
FC(F)(F)c1nnc2c(Sc3ccccn3)nc3ccccc3n12	-8.5	-2.0	-0.5	9.1	-0.8	-0.1	3.5	-2.2	-13.1	-3.7
CCCC(=O)c1c[nH]c(C(=O)NCc2cccnc2)c1	-20.4	-0.5	-0.2	-0.6	-1.8	-3.3	26.2	1.7	4.1	13.9
O=C(Nc1nnc(SCc2c(Cl)cccc2Cl)s1)C1CC(=O)N(c2ccc3c(c2)OCCO3)C1 (centres undefined)	-30.4	-3.3	-2.2	1.0	0.0	-16.8	7.1	-1.3	15.0	-18.5
COc1ccc(NC(C)=O)cc1NC(C)C(=O)Nc1ccc(F)cc1 (centres undefined)	-28.5	0.2	-0.4	-1.0	2.3	0.1	20.6	-0.5	-19.8	14.6
COc1ccc(C2(CNC(=O)Cc3ccccc3)CCCC2)cc1OC	2.6	0.2	-0.1	1.3	2.8	7.1	7.3	-0.1	15.7	5.8
O=C(NCc1ccc2c(c1)OCO2)c1nc(S(=O)(=O)Cc2ccccc2F)ncc1Cl	10.8	-2.6	5.2	35.1*	-1.0	106.7	-26.1	-1.3	42.0	84.0*
CCOC(=O)N1CCC(NC(=O)C2CCN(C(=O)c3cc4sccc4n3CC)CC2)CC1	-22.4	-2.9	-0.5	-4.8	1.8	1.2	1.7	-1.2	3.2	1.8
Cc1ccc2c(c1)c(C1=c3ccccc3=NC1=O)c(O)n2C	-0.4	-0.7	-1.0	10.9	1.9	124.9	19.8	-1.3	-10.1	194.6*
O=C(c1cccnc1)n1nc(NCc2ccccc2)nc1NCc1ccccc1	-10.8	-1.6	0.2	0.9	-0.3	7.8	25.4	-1.8	-8.7	-14.0
CC(C)CC(=O)Nc1c(C(=O)N2CCN(Cc3ccccc3)CC2)oc2ccccc12	-19.5	-2.1	-0.4	-4.4	1.6	-0.6	15.4	0.5	3.5	14.1

Pulled by compound from above (4):
SMILES	KLF5 inh	HSP90 inh	HIF activator	IEC-6 tox	GSK3B inh	HSF1 inh	AI-2 QS modul	GSK3A inh	aSyn 5UTR inh	HSF-1 act
CCN(CC)CCNc1nc2cc(OC)c(OC)cc2c2nc(-c3ccccc3)nn12	-17.4	-2.5	1.5	0.6	1.6	-0.4	10.3	2.6	-72.8	7.4
CCN(CC)CCCN1C(=O)c2oc3ccccc3c(=O)c2C1c1cccc(OC)c1OC (centres undefined)	-18.3	-1.2	-0.4	5.6	1.5	30.8	34.5	-2.2	-31.8	67.4*
O=C(NCc1ccc2c(c1)OCO2)c1nc(S(=O)(=O)Cc2ccccc2F)ncc1Cl	10.8	-2.6	5.2	35.1*	-1.0	106.7	-26.1	-1.3	42.0	84.0*
Cc1ccc2c(c1)c(C1=c3ccccc3=NC1=O)c(O)n2C	-0.4	-0.7	-1.0	10.9	1.9	124.9	19.8	-1.3	-10.1	194.6*

More structures.
SMILES	KLF5 inh	HSP90 inh	HIF activator	IEC-6 tox	GSK3B inh	HSF1 inh	AI-2 QS modul	GSK3A inh	aSyn 5UTR inh	HSF-1 act
CCCCn1c(N)c(N(CC(C)C)C(=O)c2cc(S(=O)(=O)N3CCOCC3)ccc2Cl)c(=O)[nH]c1=O	.	.	0.3	.	-3.4	-4.5	5.6	-1.9	-3.5	-7.1
COc1cc(C(=O)Nn2c(CC(C)C)nc3ccccc3c2=O)cc(OC)c1OC	-0.4	0.9	0.5	1.9	-2.8	4.0	21.7	-0.6	-11.2	-13.4
S=C1NC[C@H](Cc2cccc3ccccc23)N1CC1CCCCC1	.	.	0.5	.	-0.2	-0.5	16.5	-0.5	-1.8	-5.4
Cc1c(C(=O)NCCc2ccccc2)oc2ccc(S(=O)(=O)N3CCC4(CC3)OCCO4)cc12	-14.1	3.5	-0.4	-1.7	-0.6	8.4	26.1	-1.4	19.0	10.6
CC(=O)c1cccc(NC(=O)C2CCN(S(=O)(=O)c3ccc(C)cc3)CC2)c1	-34.2	6.4	0.0	-0.5	-3.8	-4.4	19.2	-1.0	18.4	-1.5
CCc1nnc(NC(=O)CSc2nnc(-c3ccoc3C)n2-c2ccc(C)cc2)s1	-24.7	0.3	0.8	-3.2	0.7	-1.1	-5.8	1.9	15.8	-11.2
Cc1ccc(S(=O)(=O)N(CC(=O)Nc2ccccc2)C(=O)N2CCN(C)CC2)cc1	.	.	-28.2	.	2.5	-0.5	21.3	0.1	-21.0	2.8
Nc1nc(-c2ccccc2)cn1/N=C/c1ccccc1	-47.7	-4.6	1.7	-1.1	1.0	14.1	50.5	-0.6	-138.0	33.5
O=C(NCCCO)C(=O)Nc1cc2c3c(c1)CCC(=O)N3CCC2	-7.2	-2.0	0.5	1.2	-0.3	3.7	11.3	0.0	11.4	3.5
Cc1ccc(S(=O)(=O)NNc2ccccc2)cc1	10.7	4.6	-0.2	5.0	2.9	-7.1	14.6	0.6	-11.3	-5.8
O=C(O)c1ccc(N=Nc2c(O)[nH]c3ccc(Br)cc23)cc1	-124.5	18.1*	5.6	-10.0	2.0	-21.0	5.1	64.3*	-188.3	-21.8
CCn1c(N)c(C(=O)NC)sc1=S	-10.2	3.8	-1.7	3.6	3.2	-0.6	4.6	-2.3	-0.3	-9.8
CCOC(=O)N1CCN(C(=O)CCC2CCCC2)CC1	-14.4	-4.1	-0.1	-1.9	-0.4	-2.8	13.3	1.5	-18.9	0.9
COC(=O)CC1C(=O)NCCN1C(=O)CSc1nc2ccccc2s1 (centres undefined)	5.8	-3.8	0.8	-1.1	0.7	4.9	0.3	-6.5	-4.9	-12.3
OC(CNCc1ccc2c(c1)OCO2)COc1ccc(F)cc1 (centres undefined)	-38.7	-2.9	-0.7	-1.1	-2.7	-6.5	17.0	1.2	5.3	-11.2
O=C(O)CCNS(=O)(=O)c1ccccc1	5.8	0.5	0.5	-0.3	-0.5	-28.7	31.0	-1.3	-3.6	-41.6
COc1cccc(/C(O)=C/C(=O)C(=O)Nc2ccc(S(=O)(=O)NC(C)=O)cc2)c1	-21.6	4.1	0.0	-3.2	-0.5	-10.5	6.3	-4.9	-1.1	-0.5
CC(=O)Nc1cc(C(=O)N(C)Cc2ccco2)ccc1Sc1ccc(C)cc1	-10.9	-6.2	-0.5	2.4	-0.1	-80.9*	12.5	-2.6	18.1	-84.9
CC1CCCC(NC(=O)c2cccc(N3CCCC3=O)c2)C1C (centres undefined)	-65.6	3.3	0.8	0.7	-3.7	23.2	21.9	-3.0	-74.5	49.3
C(=N/N1CCN(c2ccccc2)CC1)/c1ccncc1	14.0	-0.4	-0.4	-0.2	-1.7	0.9	15.6	-10.1	-8.7	0.9
CN1CCC(N(C)C(=O)c2ccccc2F)CC1	-29.1	-4.6	-3.4	5.2	0.8	3.8	7.7	-1.8	-0.8	-5.1
CCc1nnc2sc(-c3ccc(NC(=O)CSc4ccc(Cl)cc4)cc3)nn12	-19.3	3.0	0.4	0.9	0.9	-0.9	24.8	-3.1	-20.1	27.4
Cc1cccc(NS(=O)(=O)c2cccc(C(=O)NCC(c3ccco3)N3CCCCC3)c2)c1 (centres undefined)	.	.	0.1	.	-0.1	0.2	17.0	-2.1	1.7	-16.8
CC(C)(C)c1ccc(C(=O)N2CCN(Cc3ccccc3)CC2)cc1	-12.6	21.7*	2.7	5.5	-3.0	-4.0	-8.8	0.7	14.2	4.0
Cc1ccc(NC(=O)CSc2nnc(-c3ccc(S(=O)(=O)N4CCOCC4)cc3)n2C)cc1	-24.4	1.7	-0.5	-3.6	0.7	-0.2	1.7	1.4	-12.1	2.6
COc1ccc(S(=O)(=O)N(C)c2nc3ccccc3n3c(CC(C)C)nnc23)cc1	-40.3	-1.2	0.7	-4.2	2.1	-9.7	14.4	-1.7	4.3	-8.7
Cc1onc(C(=O)/C=C/N(C)C)c1C(=O)Nc1nccs1	-10.1	-1.1	0.3	1.8	4.2	10.9	6.6	-1.7	-28.3	29.8
Cc1cc(Oc2ccc(-c3nnc(-c4ccccc4)o3)cc2[N+](=O)[O-])ccc1Cl	-4.4	1.9	-0.2	2.3	-1.8	-10.2	4.5	-3.8	12.7	11.8
O=C(N/N=C/c1ccc([N+](=O)[O-])cc1)c1cccs1	-132.6	-4.0	1.9	-4.2	-2.2	-0.8	25.8	-11.8	-118.2	30.6
COc1ccc(CCN(C)Cc2nc(Cc3ccc(OC)c(OC)c3)no2)cc1OC	-2.3	0.0	-0.2	-0.8	0.0	4.3	4.8	-2.5	-13.2	10.0
